Bioassay records from PubChem BioAssay.
CD11b adhes enh: enhancers of CD11b/CD18 adhesion to fibrinogen, primary screen, K562 cells, luminescence; Integrin beta-2 (Homo sapiens) + Integrin alpha-M (Homo sapiens), P05107+P11215; activation, % at 10 µM; ATPlite luminescence; hit rate 0.07% among 93,000; AID 1499, 2009;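 active means 10 µM primary screen giving 50% or more activity, confirmed by 40% or more on retest at that dose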; further: strong numbers were not always called active
Smad3 inh: Smad3/FoxH1 peptide binding inhibitors, primary screen, biochemical, TR-FRET; Mothers against decapentaplegic homolog 3 (Homo sapiens), P84022; TR-FRET Smad3/Dy647-FoxH1 peptide binding, europium anti-His; inhibition, % at 25 µM; hit rate 0.29% among 88,000;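 active means compounds that reduce the energy-transfer binding signal between the protein and its labelled peptide by more than half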;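 further: 0% = Smad3 plus labelled peptide maximal FRET and 100% = peptide-only background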
HUVEC inhibit: inhibitors of HUVEC proliferation, primary screen, cell-based, 384-well; CellTiter-Glo luminescence, 72 h; stronger effect = lower value; AID 648, 2007; hit rate 1.1% among 86,000; viability, % at 10 µM (by protocol);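 active means viability at or below 30%; inactive means viability above 30%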;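 further: 100% = median luminescence of DMSO-only cell control wells on each plate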
ERb coact inh: inhibitors of ERβ-SRC1 coactivator interaction, primary screen, biochemical, TR-FRET, ERβ LBD, SRC-1 peptide; AID 633, 2007; inhibition, % at 25.6 µM; hit rate 1.3% among 86,000; Estrogen receptor beta (Homo sapiens), Q92731; TR-FRET ER-beta LBD / SRC1-Cy5 peptide binding; receptor agonist-loaded with 1 µM estradiol;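 active means compounds whose percent inhibition of the receptor-coactivator binding signal exceeds about 50% in the single-dose screen, limit read from the data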;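 further: 0% = receptor plus peptide wells without compound and 100% = peptide-only wells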
Target sequence (Q92731 whole entry, looked up, the tested form may be a part): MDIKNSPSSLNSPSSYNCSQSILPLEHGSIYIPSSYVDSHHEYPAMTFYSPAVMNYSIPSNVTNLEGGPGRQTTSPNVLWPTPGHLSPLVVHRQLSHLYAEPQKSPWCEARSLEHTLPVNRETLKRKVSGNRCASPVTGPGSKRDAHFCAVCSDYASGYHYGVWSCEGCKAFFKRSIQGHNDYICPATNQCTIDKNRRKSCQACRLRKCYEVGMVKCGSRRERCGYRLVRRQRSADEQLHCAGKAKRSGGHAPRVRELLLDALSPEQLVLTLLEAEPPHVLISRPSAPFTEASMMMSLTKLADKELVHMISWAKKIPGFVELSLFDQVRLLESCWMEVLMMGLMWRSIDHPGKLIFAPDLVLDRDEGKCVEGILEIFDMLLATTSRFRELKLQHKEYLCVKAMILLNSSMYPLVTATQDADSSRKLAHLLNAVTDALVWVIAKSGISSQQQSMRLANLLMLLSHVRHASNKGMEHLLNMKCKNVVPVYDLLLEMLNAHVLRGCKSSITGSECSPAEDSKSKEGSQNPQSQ
Lung fibro prol: antiproliferative effect on LL 47 fibroblasts – human, LL 47 cells, CellTiter-Glo luminescence, primary screen; hit rate 1.1% among 85,000; viability, % at 10 µM; AID 719, 2007; LL 47 human lung fibroblast viability, ATP luminescence; stronger effect = lower value;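 active means viability at or below 50% in the single dose screen; inactive means viability above 50%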;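 further: compound exposure lasted 72 h before the ATP readout; 100% = median luminescence of untreated cell-only wells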
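test system = LL 47 human lung fibroblasts | amount = 1,150 fibroblasts seeded per well | medium = 15% FBS in IMEM | times = overnight cell rest, 72 h compound treatment at 37 °C | measured by = CellTiter-Glo luminescence measuring cellular ATP | read-out = viability percentage against median untreated-cell control | benchmarks = cell-only wells, no compound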
ERa SRC1 inh: ERα–SRC-1 coactivator interaction inhibitors, primary screen, biochemical, TR-FRET, ERα LBD, estradiol-bound | Estrogen receptor (Homo sapiens), P03372 | TR-FRET ER-alpha LBD / SRC-1 peptide | hit rate 1.7% among 86,000 | inhibition, % at 25.6 µM; in the data active means inhibition above about 50%;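 further: 0% = receptor plus peptide control and 100% = peptide only without receptor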
Target sequence (P03372 whole entry, looked up, the tested form may be a part): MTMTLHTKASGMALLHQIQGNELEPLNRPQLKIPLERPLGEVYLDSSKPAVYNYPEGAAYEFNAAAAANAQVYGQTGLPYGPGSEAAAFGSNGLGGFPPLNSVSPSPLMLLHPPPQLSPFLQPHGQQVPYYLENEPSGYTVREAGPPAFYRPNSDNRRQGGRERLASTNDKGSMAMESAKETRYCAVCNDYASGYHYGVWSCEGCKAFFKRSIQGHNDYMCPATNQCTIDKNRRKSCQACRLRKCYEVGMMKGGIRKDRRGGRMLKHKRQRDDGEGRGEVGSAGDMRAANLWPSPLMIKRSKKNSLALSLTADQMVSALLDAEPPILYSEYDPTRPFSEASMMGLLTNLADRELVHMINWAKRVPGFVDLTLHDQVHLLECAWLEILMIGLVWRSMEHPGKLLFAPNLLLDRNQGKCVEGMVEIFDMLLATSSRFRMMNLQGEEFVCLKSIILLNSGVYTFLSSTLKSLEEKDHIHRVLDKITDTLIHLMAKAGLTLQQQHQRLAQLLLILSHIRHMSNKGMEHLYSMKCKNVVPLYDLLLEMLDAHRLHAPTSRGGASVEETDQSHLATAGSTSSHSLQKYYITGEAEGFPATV
MT1-MMP txn act: MT1-MMP promoter reporter activation – cell-based, luciferase luminescence, primary screen | hit rate 0.16% among 86,000 | activation factor at 10 µM | HT1080 MT1-MMP promoter luciferase reporter, overnight; stronger effect = higher value;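 active means activation factor of at least 2 for MT1-MMP transcription at 10 µM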
H69AR growth 86K: proliferation blockers of H69AR lung cancer cells, primary screen, cell-based, human, 86K library; H69AR lung tumor viability, ATP luminescence, 72 h; stronger effect = lower value; viability, % at 10 µM; hit rate 6% among 85,000; AID 598, 2007;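 active means viability at or below 40%; inactive means viability above 40%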;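 further: multidrug resistant small cell line overexpressing MRP-1 efflux transporter; 100% = mean luminescence of untreated control wells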
ERa SRC1 pot: enhancers of ERα–SRC-1 coactivator binding, primary screen, biochemical, TR-FRET, ERα LBD, low estradiol; hit rate 1.3% among 86,000; AID 639, 2007; TR-FRET ERalpha-LBD/SRC-Cy5 coactivator binding, 2 h; 100 = basal binding, no effect; Estrogen receptor (Homo sapiens), P03372; coactivator binding (% of control), % at 25.6 µM; in the data active means activity above about 200%;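 further: binding measured in presence of low estradiol as agonist stimulus; 0% = peptide alone without receptor and 100% = receptor with peptide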
Active calls of the source: *; · = not tested or not shown; [ ] = another dose, or the depositor's remark. This is a subset; count on the stated rates, not on these rows.

Results follow in this order: CD11b adhes enh	Smad3 inh	HUVEC inhibit	ERb coact inh	Lung fibro prol	ERa SRC1 inh	MT1-MMP txn act	H69AR growth 86K	ERa SRC1 pot
1. COCCn1c(C)cc(C(=O)COC(=O)c2cc3c(s2)CCC3)c1C
  -1	1	81	66*	·	76*[fluorescence artefact?]	1.5	93	50[fluorescence artefact?]
2. CCC(NC(=O)N(Cc1ccccc1)Cc1ccc2c(c1)OCO2)(C(F)(F)F)C(F)(F)F
  -1	-3	85	-5	99	-11	1.1	37*	86
3. CC[C@@H](C)[C@H](NS(=O)(=O)c1ccc(C)cc1)C(=O)N1CCC(C(=O)NCC(=O)O)CC1
  7	-3	88	-6[fluorescence artefact?]	100	3	1.1	86	114
4. COCCNC(=O)c1ccc2ccccc2n1
  -1	2	87	-7	97	-1	1.3	101	120
5. Cc1ccc(SCc2nc(-c3ccccc3)no2)cc1
  6	7	106	11	91	8	1.2	106	135
6. Cc1cccc(NC(=O)C2CCCN2C(=O)Oc2ccccc2)c1 (centres undefined)
  2	8	87	-8	104	-11	1.1	99	88
7. CCCOc1ccc([C@@H]2C3CN(C(=O)OCC)CC=C3C(C#N)=C(N)C2(C#N)C#N)cc1OC (some centres undefined)
  6	-6	69	2	85	6	1.1	41	113
8. CCOC1OC2C(CO)OC(n3cnc4c(N)ncnc43)C2O1 (centres undefined)
  -3	6	105	-3	102	-1	·	105	109
9. COc1ccc(-c2nnn(CC(=O)NCc3cccs3)n2)cc1OC
  -8	-7	106	-6	97	-8	1.4	83	80
10. O=C(COc1ccccc1)Nc1cccc(-c2nnc(-c3ccccc3)o2)c1
  2	0	55	10	102	2	1.1	85	125
11. O=C(O)c1cc(NCc2ccc(F)cc2)ccc1N1CCOCC1
  6	-7	107	22	101	10	1.1	89	78
12. c1cc2nncn2nc1N1CCCC1
  0	-7	89	2	100	6[fluorescence artefact?]	1.1	89	110
13. CC1(C)Cc2c(c(N3CCOCC3)nc3snc(NC(=O)c4ccccc4)c23)CO1
  -1	-12	110	-12	94	-4	0.9	37*	96
14. CCOc1ccc(C(=S)N2CCCC2)cc1
  0	2	105	11	100	-10	1.3	94	92
15. COc1ccc(Nc2cc(C(=O)NCCCN3CCOCC3)c3ccccc3n2)c(OC)c1
  1	-16	88	0[fluorescence artefact?]	106	-13	1.1	105	114[fluorescence artefact?]
16. CC1=CCC2C(=O)N(c3ccc(C)cc3)C(=O)C2C1 (centres undefined)
  0	2	101	6	105	11	1	90	83
17. COC(=O)c1ccc(Oc2nc3c(c(=O)n(C)c(=O)n3C)n2CCC(C)C)cc1
  4	8	96	-11	89	-5	1	70	128
18. CC(C)COc1cccc(C(=O)Nc2ccc(S(=O)(=O)N3CCOCC3)cc2)c1
  -3	-1	41	-16	88	-20	1.1	22*	109
19. CCCS(=O)(=O)c1c(S(=O)(=O)CCC)c2cc(CC)ccn2c1C(=O)OC
  -4	-3	103	-20	91	-15	1.2	24*	98
20. Cc1nn(-c2ccccc2)c2c1C1(C(=O)N3c4c(cccc41)C(C)CC3(C)C)C(C#N)=C(N)O2 (centres undefined)
  5	9	77	0	100	5	1.1	39*	91[fluorescence artefact?]
21. CCSc1nnc(NC(=O)CSc2nc3c(c(=O)n2C)SC(C)C3)s1 (centres undefined)
  -1	10	103	-11	91	0	1.1	65	98
22. Cc1ccc(CNC(=O)C2c3ccccc3C(=O)N(C)C2c2c[nH]c3ccccc23)o1 (centres undefined)
  3	-8	82	9	94	-11	·	84	81
23. Cc1c(C(=O)Nc2nnc(C(F)(F)F)s2)oc2ccccc12
  -3	1	65	-1	80	-1	1.3	58	135
24. COc1ccc(OC)c(C2C(C(=O)c3cccs3)=C(O)C(=O)N2CCN(C)C)c1 (centres undefined)
  -4	5	98	-7	103	-5[fluorescence artefact?]	1	88	110
25. Cc1ccc(N2C(=O)CC(n3ccnc3)C2=O)cc1C (centres undefined)
  -2	0	95	-2[fluorescence artefact?]	97	-1[fluorescence artefact?]	1	105	116
26. CCn1c(CCC(=O)Nc2nc3c(s2)CCCC3)nc2cc(S(=O)(=O)N(C)C)ccc21
  -2	-10	82	-2	84	3	0.9	43	111
27. CC(=O)N1C(=O)C2(C(C#N)=C(N)Oc3n[nH]c(-c4ccccn4)c32)c2ccccc21 (centres undefined)
  -3	-9	90	21[fluorescence artefact?]	90	12[fluorescence artefact?]	0.9	87	89
28. Cc1ccccc1C(=O)NCc1nnc(SCC(=O)N2c3ccccc3Sc3ccccc32)n1C
  1	7	86	-4	96	-5	1	101	91
29. CC(C)CNC(=O)c1ccccc1NC(=O)Nc1ccccc1
  -6	-4	90	12[fluorescence artefact?]	100	11[fluorescence artefact?]	1.2	94	92
30. COc1ccc(/C(O)=C2\C(=O)C(=O)N(Cc3ccco3)C2c2ccc(OC)cc2OC)cc1 (centres undefined)
  3	1	84	-14	95	-3	1.1	97	99

The final 3 entries of the part above open the next one:
Results follow in this order: CD11b adhes enh	Smad3 inh	HUVEC inhibit	ERb coact inh	Lung fibro prol	ERa SRC1 inh	MT1-MMP txn act	H69AR growth 86K	ERa SRC1 pot
28. Cc1ccccc1C(=O)NCc1nnc(SCC(=O)N2c3ccccc3Sc3ccccc32)n1C
  1	7	86	-4	96	-5	1	101	91
29. CC(C)CNC(=O)c1ccccc1NC(=O)Nc1ccccc1
  -6	-4	90	12[fluorescence artefact?]	100	11[fluorescence artefact?]	1.2	94	92
30. COc1ccc(/C(O)=C2\C(=O)C(=O)N(Cc3ccco3)C2c2ccc(OC)cc2OC)cc1 (centres undefined)
  3	1	84	-14	95	-3	1.1	97	99
31. Cc1ccc(S(=O)(=O)c2cccc(S(=O)(=O)N3CCOCC3)c2)cc1S(=O)(=O)N1CCOCC1
  ·	-5	98	-8	91	-2	1	99	90
32. CCOC(=O)N1CCN(CC(O)COCCC23CC4CC(CC(C4)C2)C3)CC1 (centres undefined)
  -2	-1	94	1[fluorescence artefact?]	85	5[fluorescence artefact?]	1	78	107
33. CCc1nc(Nc2ccc(OC)c(OC)c2)c2nnn(Cc3ccccc3Cl)c2n1
  ·	-5	27*	1	84	0	1	56	107
34. Cc1cccc(NC(=O)c2cccs2)n1
  -1	9	86	-12	104	-7	1.3	105	127
35. Cc1nc2cc(N3CCN(C)CC3)c(NC(=O)Cc3ccccc3)cc2c(=O)n1Cc1ccccc1
  2	6	80	-1	94	-11	1.2	·	123
36. COc1cccc(-c2nnc3sc(-c4ccccc4)nn23)c1
  -2	0	73	9[fluorescence artefact?]	89	9[fluorescence artefact?]	1.2	41	167
37. c1csc(CNCCN2CCOCC2)c1
  2	7	87	-7	91	-3	1	81	105
38. CC(C)Cn1c(SCC(=O)NC(=O)NC2CCCC2)nc2ccccc21
  -2	-2	102	-5	100	3	1.1	58	108
39. Cc1csc(NC(=O)C2CCN(C(=O)CSc3nnc(C)n3Cc3ccccc3)CC2)n1
  3	-8	91	1[fluorescence artefact?]	106	2[fluorescence artefact?]	1	96	111
40. O=C(OCC(=O)N1CCc2ccccc21)c1cccnc1
  0	0	87	12	91	13	1.1	99	91
41. CSc1cccc(NC(=O)CN(c2cccc(C)c2)S(C)(=O)=O)c1
  -2	3	98	1	100	6	1.3	89	110
42. O=C(Nc1cnc2ccccc2c1)C1COc2ccccc2O1 (centres undefined)
  0	-2	93	-8	105	-2	1.4	84	117
43. CCOC(=O)Cc1nnc(Nc2cccc(C)c2)c2ccccc12
  0	10	97	-20	101	-10	1.2	88	100
44. Cc1ncsc1C(=O)Nc1nc2c(s1)CC(C)CC2 (centres undefined)
  -2	12	107	1	92	0	1.1	65	119
45. C=CCn1c(SCC(=O)Nc2cc(C)ccc2OC)nnc1-c1ccco1
  -1	1	89	2[fluorescence artefact?]	107	2	1.1	93	131
46. COC(=O)CSc1ncnc2c1sc1nc(N3CCOCC3)c3c(c12)CCCC3
  ·	9	87	36[fluorescence artefact?]	99	12[fluorescence artefact?]	1	83	391*[fluorescence artefact?]
47. COc1cc(CN2CCN(c3cccc(C)c3C)CC2)cc(Br)c1O
  -3	6	80	1	87	-6	1.1	79	110
48. O=C(Nc1cccc(Cl)c1)Nc1nnc(-c2ccccc2)o1
  ·	3	61	-5[fluorescence artefact?]	105	2	1	71	100
49. Nc1nc2c(s1)CC(c1ccccc1)CC2 (centres undefined)
  0	4	79	-3	98	-20[fluorescence artefact?]	1.3	106	93
50. CCOc1ccc(-n2ccnc2SCC(=O)NCc2ccc3c(c2)OCO3)cc1
  3	4	94	-2	110	-3	1.1	95	87
51. CCCN1C(=O)C(Cc2nc3ccccc3c(=O)n2C)c2ccccc21 (centres undefined)
  ·	5	94	-13[fluorescence artefact?]	103	-7	1.1	33*	114
52. O=C(NCc1ccc(F)cc1)c1cc(-c2cccs2)on1
  -2	8	104	-18	102	-2	1.3	80	97
53. CCOc1ccc(-c2[nH]ncc2Oc2ccccc2OC)c(O)c1
  2	6	84	2	97	6	1	46	100
54. Cc1cc(OCC(=O)C(C)(C)C)c2c(C)c(C)c(=O)oc2c1
  -5	3	81	7[fluorescence artefact?]	·	-2	1.1	42	82
55. CCN(CC)C1CCCCC1NS(=O)(=O)c1ccc(Cl)cc1 (centres undefined)
  -7	3	96	-2	104	-3	1.1	95	177
56. O=C(OCCN1C(=O)c2ccccc2C1=O)c1ccc(S(=O)(=O)N2CCCCCC2)cc1
  2	-9	79	12[fluorescence artefact?]	96	6	1	89	93
57. O=C(c1ccco1)N1CCN(c2nc3ccccc3c(=O)n2-c2ccccc2)CC1
  ·	6[fluorescence artefact?]	104	-4[fluorescence artefact?]	100	-2	1.1	59	101
58. CCOc1cc(C=O)c(Br)cc1OC1CCCC1
  ·	-4	64	-3	85	5	1	41	105
59. Cc1cccc(Cn2c(SCC(=O)Nc3ccccc3)nc3c2c(=O)[nH]c(=O)n3C)c1
  16	-3	91	20	98	30	1.1	84	88
60. COc1ccc(-c2nnc(NC(=O)c3ccccc3C)o2)cc1
  ·	-3	31	-3	74	-1	·	74	103

Results follow in this order: CD11b adhes enh	Smad3 inh	HUVEC inhibit	ERb coact inh	Lung fibro prol	ERa SRC1 inh	MT1-MMP txn act	H69AR growth 86K	ERa SRC1 pot
61. Cc1cccc2cc(C#N)c(N3CCN(C)CC3)nc12
  -6	13	73	7[fluorescence artefact?]	103	2	0.9	81	113[fluorescence artefact?]
62. Cn1c(SCC(=O)NC2CC2)nnc1C(F)(F)F
  -4	-6	98	-8	102	3	1	89	116
63. Fc1ccc(/C=C2\CCCC3=C2Nc2ncnn2C3c2ccc(F)cc2)cc1 (centres undefined)
  -1	14	37	-4	56	1	1	22*	85
64. Cc1nc2sccn2c1-c1nc(-c2cc3ccccc3o2)cs1
  -1	-1	101	28	99	61*	1.3	85	90[fluorescence artefact?]
65. CC(=O)N1CCN(C(=O)Nc2cccc(C(F)(F)F)c2)CC1
  3	1	109	-12	99	-16	1.1	70	113
66. Cn1c(N2CCN(c3ccccn3)CC2)nc2c1c(=O)n(Cc1ccc(Cl)cc1)c(=O)n2C
  -1	12	73	2[fluorescence artefact?]	97	7[fluorescence artefact?]	1.2	84	93
